KCNH2 3.1 inh = qHTS for Inhibitors of KCHN2 3.1: Mutant qHTS; actives 0.95% (n = 340,000); U2OS KCNH2 3.1, thallium flux FluxOr; active compounds read low; activity change, % (tested at about 1.8 µM);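 active = maximum activity change below -70%; inconclusive = maximum activity change from -70% to -50%; inactive = maximum activity change above -50%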;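 note: thallium influx rate constant from kinetic fluorescence after stimulation buffer; % is set by controls: 0 for no effect and ±100 for the full control effect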
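Thallium flux read-out: FluxOr dye with Red40 quencher in HBSS/HEPES, 45 min at RT. Rate constants from kinetic reads were normalized to positive and negative DMSO controls. Cells: U2OS virally expressing the 3.1 isoform.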
AT treatment = qHTS Assay for Identifying a Potential Treatment of Ataxia-Telangiectasia; […] A-T fibroblasts, KAP-1 phosphorylation AlphaLISA; neocarzinostatin DNA damage 30 min before lysis; Potency, µM (titrated, usually from 57.5 µM), for inactives: at the top dose activation, actives largely listed as activators; actives 0.19% (n = 320,000); AID 485349, 2010; note: potency is the fitted concentration of half-maximal effect; % of control where 0% means no effect; nearly all actives have a fitted effect of over 45% in size
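hTERT-immortalized A-T patient fibroblasts ([…]), 500 cells/well in OPTI-MEM, 1% FBS, got compounds for 60 min, then NCS for 30 min at 37C. Lysates were then assayed for phospho-KAP-1 by AlphaLISA (anti-pKAP1 donor, anti-KAP1 acceptor beads), 6 hr at 25C.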
MBNL1 CUG block = qHTS Assay for Inhibitors of MBNL1-poly(CUG) RNA binding; actives 0.036% (n = 280,000); Potency, µM (highest dose often 57.5 µM), for the others: at the highest dose activity change, negative = inhibition, actives largely listed as inhibitors; TR-FRET MBNL1-His/biotin-(CUG)12 binding, 665/545 ratio; active = well fitted inhibition curve with a large enough effect in the signal ratio, with a control signal flat, not every such curve was filed as active; inconclusive = small, poorly fitted or top-dose-only effect, or effect the other way, or a change in a side signal; inactive = no such curve, though single readings can be large or run the other way; the % refers to the signal ratio; note: potency is the fitted concentration of half-maximal effect; % is set by controls: 0 for no effect and ±100 for the full control effect
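Ratiometric TR-FRET (665 over 545 nm, excitation 340 nm) tracks disruption of MBNL1-His/biotin-(CUG)12 complex after 60 min at room temperature, with compounds at 92 nM to 58 uM final.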
GALK inh = qHTS Assay for Inhibitors of Human Galactokinase (GALK) | Potency, µM (series often up to 57.5 µM), for the others: top-dose activity change, negative = inhibition, usual class: inhibitors | P51570 | actives 0.007% (n = 270,000) | Purified GALK, Kinase-Glo residual ATP luminescence | AID 1868, 2009; note: potency is the fitted concentration of half-maximal effect; % is set by controls: 0 for no effect and ±100 for the full control effect
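Galactose (100 uM) and ATP (35 uM) were turned over by 5 nM GALK for 1 h at RT. Kinase-Glo Plus then converted the remaining ATP into a luminescent signal.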
Coupling enz = qHTS Assay for Inhibitors of Fructose-1,6-bisphosphate Aldolase from Giardia Lamblia: Coupling assay counterscreen | coupling enzyme system counterscreen, AmpLite Red fluorescence | activity change, negative = inhibition, % at 58.2 µM, hits read low | actives 0.67% (n = 290,000); in the data active = activity change below about -30%; note: % is set by controls: 0 for no effect and ±100 for the full control effect
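Counterscreen lacking aldolase: glyceraldehyde-3-phosphate coupling-enzyme reagent preincubated 10 min at RT with compound (at 57.5 uM final), then substrate/coupling system with AmpLite Red added; fluorescence read at 525/598 nm after 20 min RT.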
MLL CXXC-DNA inh = qHTS Fluorescence Polarization Assay for Inhibitors of MLL CXXC domain - DNA interaction. Histone-lysine N-methyltransferase 2A (Homo sapiens), Q03164. MLL-CXXC / FITC-HOXA9 DNA fluorescence polarization. Potency, µM (top dose mostly 115 µM), for inactives: at the top dose activity change, negative = inhibition, most hits filed as inhibitors. actives 0.037% (n = 290,000). AID 2662, 2010; active = well fitted inhibition curve with a large enough effect in the polarisation, with a control signal flat, not every such curve was filed as active; inconclusive = small, poorly fitted or top-dose-only effect, or effect the other way, or a change in a side signal; inactive = no such curve, though single readings can be large or run the other way; the % refers to the polarisation; note: potency is the fitted concentration of half-maximal effect
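Purified MLL-CXXC (added from a 7 uM solution) was preincubated 5 min at ambient with pinned compounds in 50 mM Tris-HCl pH 7.5, 50 mM NaCl, 1 mM DTT, 0.05% BSA. Fluorescein-labeled HOX-A9 DNA (50 nM solution) followed, 30 min, then polarization read.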
S-ASM inh = Inhibitors of Secretory Acid Sphingomyelinase (S-ASM): qHTS. Potency, µM (titrated, usually from 57.5 µM), inactives show at the top dose activity change, negative = inhibition, most hits filed as inhibitors. actives 0.006% (n = 340,000). placental ASM, HMU-PC fluorogenic substrate, 60 min. AID 504937, 2011. Sphingomyelin phosphodiesterase (Homo sapiens), P17405; note: potency is the fitted concentration of half-maximal effect
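Fluorescence read-out (Ex 386 nm, Em 447 nm) after stopping the reaction at pH 10. Enzyme: ASM from human placenta; substrate HMU-PC0, 9 uM final; 60 min, 37 °C. Compound preincubation 10 min, ambient temperature.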
a7 integrin act = qHTS for Activators of Integrin-Mediated Alleviation for Muscular Dystrophy; alpha7betagal myoblasts, beta-gal FDG fluorescence, 48 h; Potency, µM (series often up to 38.3 µM), for the others: at the top dose activation, most hits filed as activators; actives 0.064% (n = 350,000); AID 624291, 2012;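 note: potency is the fitted concentration of half-maximal effect; 100% = response of the positive control SU9516; nearly all actives have a fitted effect of over 60% in size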
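Alpha7betagal+/- myoblasts (passage 13) were plated 16-24 hr, then exposed to compounds (1:260 dilution of DMSO stock) for 48 hours at 37C. After MPER lysis, β-galactosidase reporter activity was read as FDG fluorescence (ex 480/em 540) after 30 minutes.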
TRPV1 ag = HTS Assay for Compounds that Act as Agonists of the Vanilloid Receptor 1 | Transient receptor potential cation channel subfamily V member 1 (Homo sapiens), Q8NER1 | TRPV1-expressing cells, Fluo-8 calcium influx, agonist mode | activation, % at 8.33 µM | actives 0.19% (n = 320,000); in the data active = activation above about 80%; inconclusive = between about 30% and that limit; note: 0% is about no effect
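Fluo-8 calcium influx in TRPV1-expressing cells, kinetic read (ex 480/em 520 nm). Compound added and read 3 min for agonist activity, followed by capsaicin at EC20 final and 2 min further read for enhancement.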
hERG WT inh = qHTS for Inhibitors of KCHN2 3.1: Wildtype qHTS; Voltage-gated inwardly rectifying potassium channel KCNH2 (Homo sapiens), Q12809; U2OS, BacMam KCNH2, thallium flux FluxOr; active compounds read low; activity change, % at 1.84 µM; actives 0.37% (n = 340,000);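 active = maximum activity change below -70%; inconclusive = maximum activity change between -70% and -50%; inactive = maximum activity change above -50%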; note: % is set by controls: 0 for no effect and ±100 for the full control effect
Target sequence (Q12809 whole entry, looked up): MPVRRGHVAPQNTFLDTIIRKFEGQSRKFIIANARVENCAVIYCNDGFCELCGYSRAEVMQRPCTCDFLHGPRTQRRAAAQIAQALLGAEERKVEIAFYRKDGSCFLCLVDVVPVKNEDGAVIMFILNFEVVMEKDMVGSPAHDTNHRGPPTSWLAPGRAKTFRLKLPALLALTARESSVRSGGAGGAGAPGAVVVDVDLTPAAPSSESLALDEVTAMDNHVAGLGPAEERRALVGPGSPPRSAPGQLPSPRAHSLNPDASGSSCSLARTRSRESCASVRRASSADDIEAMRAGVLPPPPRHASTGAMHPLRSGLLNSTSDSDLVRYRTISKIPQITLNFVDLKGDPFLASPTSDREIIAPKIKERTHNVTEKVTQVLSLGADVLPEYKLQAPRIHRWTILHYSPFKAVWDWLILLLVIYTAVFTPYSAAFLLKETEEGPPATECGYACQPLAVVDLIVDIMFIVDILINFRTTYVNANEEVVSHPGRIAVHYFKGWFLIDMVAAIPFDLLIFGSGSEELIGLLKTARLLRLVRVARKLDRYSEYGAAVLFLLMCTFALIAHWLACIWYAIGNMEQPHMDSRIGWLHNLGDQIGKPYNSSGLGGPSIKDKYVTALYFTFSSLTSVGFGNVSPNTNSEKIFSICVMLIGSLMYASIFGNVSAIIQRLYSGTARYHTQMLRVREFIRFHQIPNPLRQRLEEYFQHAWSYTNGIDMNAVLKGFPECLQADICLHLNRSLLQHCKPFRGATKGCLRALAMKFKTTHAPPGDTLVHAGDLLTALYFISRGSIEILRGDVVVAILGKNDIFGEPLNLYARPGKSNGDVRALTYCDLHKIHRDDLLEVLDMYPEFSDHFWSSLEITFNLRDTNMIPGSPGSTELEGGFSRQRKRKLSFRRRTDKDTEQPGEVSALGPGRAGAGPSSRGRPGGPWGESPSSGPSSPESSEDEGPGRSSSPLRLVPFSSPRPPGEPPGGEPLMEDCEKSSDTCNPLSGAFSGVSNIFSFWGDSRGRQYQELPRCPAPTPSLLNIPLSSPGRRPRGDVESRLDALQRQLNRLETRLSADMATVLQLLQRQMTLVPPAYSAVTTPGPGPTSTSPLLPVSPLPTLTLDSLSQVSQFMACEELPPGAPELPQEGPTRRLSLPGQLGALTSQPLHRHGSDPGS
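U2OS cells transduced with wild-type KCNH2 virus are loaded with FluxOr dye for 45 min, and thallium flux is measured in kinetic reads before and after stimulation buffer. Rate constants are normalized to DMSO controls.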
* = called active by the depositor; [ ] = another dose, or the depositor's remark. Unless noted, calls come from the whole dose curve; as a rule, active = well fitted curve in the direction sought with a large enough effect; inconclusive = small, poorly fitted or top-dose-only effect, or another doubt; inactive = no such curve, though single readings can be large; an effect the other way counts as inactive or inconclusive.

For O=C(CCC(=O)OCC(=O)c1cccc([N+](=O)[O-])c1)NC1CCCCC1 the results were KCNH2 3.1 inh -14, AT treatment 2%, GALK inh -2%, Coupling enz 0, MLL CXXC-DNA inh -4%, S-ASM inh -2%, a7 integrin act 8%, TRPV1 ag 0 and hERG WT inh 4.
Screening CC(C)CN1CCC(=O)N(CCSc2ccccc2)CC1 returned KCNH2 3.1 inh 1, AT treatment -1%, MBNL1 CUG block -11%, Coupling enz 0, MLL CXXC-DNA inh -7%, S-ASM inh 0%, a7 integrin act 0%, TRPV1 ag inconclusive and hERG WT inh 3.
Screening CC(C(=O)Nc1ccc2c(c1)OCCO2)N(c1ccccc1)S(C)(=O)=O (stereo not given) returned KCNH2 3.1 inh 0, AT treatment 7%, MBNL1 CUG block 8%, GALK inh 5%, Coupling enz 1, MLL CXXC-DNA inh -1%, S-ASM inh 1%, a7 integrin act -1%, TRPV1 ag -3 and hERG WT inh 2.
CCOC(=O)c1c(NC(=O)COC(=O)c2nc(Cl)ccc2Cl)sc(C(=O)N(C)C)c1C was read as KCNH2 3.1 inh -2, AT treatment -1%, S-ASM inh -2%, a7 integrin act -25%, TRPV1 ag 3 and hERG WT inh -13.
Screening CC(C)(C)OC(=O)NCCCCc1cn(CC(=O)N2CCN(C(=O)OC(C)(C)C)CC2)nn1 returned KCNH2 3.1 inh 19, AT treatment -15%, MBNL1 CUG block -16%, GALK inh 7%, Coupling enz 3, MLL CXXC-DNA inh -4%, S-ASM inh 4%, a7 integrin act 8%, TRPV1 ag -3 and hERG WT inh -1.
For Cc1cc(N2C(=O)C(=O)/C(=C(/O)c3ccc(F)cc3)C2c2ccc(Cl)cc2)no1 (stereo not given) the results were KCNH2 3.1 inh 11, AT treatment 0%, MBNL1 CUG block 1%, GALK inh -1%, Coupling enz 1, MLL CXXC-DNA inh -4%, S-ASM inh 2%, a7 integrin act -7%, TRPV1 ag 0 and hERG WT inh -15.
For O=C(NCC1CCCCC1)c1cccc(S(=O)(=O)N2CCCC2)c1 the results were KCNH2 3.1 inh -1, AT treatment 5%, S-ASM inh 2%, a7 integrin act inconclusive, TRPV1 ag 23 and hERG WT inh -5.
`CCn1cc(-c2cc(C(=O)O)on2)c(C)n1` gave KCNH2 3.1 inh 0, AT treatment 0%, MBNL1 CUG block 5%, GALK inh -1%, Coupling enz 0, MLL CXXC-DNA inh 11%, S-ASM inh 4%, a7 integrin act -23%, TRPV1 ag 3 and hERG WT inh 32.
`CCCCn1c(SCC(=O)NCc2ccco2)nc2ccc(N3CCOCC3)cc2c1=O` gave KCNH2 3.1 inh 3, AT treatment 9%, MBNL1 CUG block 8%, GALK inh -1%, Coupling enz -40*, MLL CXXC-DNA inh -2%, S-ASM inh 31%, a7 integrin act -43%, TRPV1 ag 1 and hERG WT inh -1.
COc1ccc(NC(=S)NC(=O)c2cc3ccccc3o2)c(OC)c1 was read as KCNH2 3.1 inh 8, AT treatment 5%, MBNL1 CUG block 4%, GALK inh -5%, MLL CXXC-DNA inh 6%, S-ASM inh 0%, a7 integrin act 13%, TRPV1 ag 11 and hERG WT inh -3.
COc1cc(CN2CCC(C(=O)N3CCC(C)CC3)CC2)cc(Br)c1O was read as KCNH2 3.1 inh 5, AT treatment 2%, MBNL1 CUG block -10%, GALK inh 6%, Coupling enz 8, MLL CXXC-DNA inh 5%, S-ASM inh 5%, a7 integrin act 12%, TRPV1 ag -2 and hERG WT inh -2.
Screening CCn1cc(C(=O)Nc2cc(C)ccc2C)c(=O)c2ccc(C)nc21 returned AT treatment 7%, MBNL1 CUG block -4%, GALK inh -1%, Coupling enz 1, MLL CXXC-DNA inh 1% and TRPV1 ag 1.
Screening On1nnc2ccc(C(F)(F)F)cc21 returned KCNH2 3.1 inh 3, AT treatment 2%, GALK inh -2%, Coupling enz -1, MLL CXXC-DNA inh -4%, S-ASM inh -1%, a7 integrin act 22%, TRPV1 ag -1 and hERG WT inh -6.
Cc1occc1-c1nnc(SCC(=O)NC(C)(C)C)n1CC(C)C was read as KCNH2 3.1 inh 2, AT treatment 4%, MBNL1 CUG block 5%, GALK inh -2%, Coupling enz -2, MLL CXXC-DNA inh -2%, S-ASM inh 2%, a7 integrin act 18%, TRPV1 ag inconclusive and hERG WT inh -9.
O=C(CN1C(=O)C2CC=CCC2C1=O)NCC1COc2ccccc2O1 (stereo not given) was read as KCNH2 3.1 inh -13, AT treatment 2%, MBNL1 CUG block -10%, GALK inh 0%, Coupling enz 0, MLL CXXC-DNA inh -8%, S-ASM inh -1%, a7 integrin act -14%, TRPV1 ag -3 and hERG WT inh 7.
Screening CCN(CC(=O)Nc1c(F)cccc1F)C(=O)c1cccc(S(=O)(=O)N2CCN(c3ccccc3)CC2)c1 returned KCNH2 3.1 inh 10, AT treatment 3%, MBNL1 CUG block -4%, GALK inh 7%, MLL CXXC-DNA inh 2%, S-ASM inh -1%, a7 integrin act -21%, TRPV1 ag 2 and hERG WT inh 7.
Screening CCC(C)[C@H]1CNCCN1CCc1cc(C(F)(F)F)cc(C(F)(F)F)c1 (stereo not given in full) returned KCNH2 3.1 inh -20, AT treatment 4%, S-ASM inh -5%, a7 integrin act -47%[inhibitor], TRPV1 ag 7 and hERG WT inh 35.
Screening CC(=O)Nc1cccc(C(=O)N/N=C/c2c[nH]c3ccccc23)c1 returned KCNH2 3.1 inh 1, AT treatment -6%, MBNL1 CUG block 10%, Coupling enz 1, MLL CXXC-DNA inh 36%[activator], S-ASM inh 2%, a7 integrin act -4%, TRPV1 ag -1 and hERG WT inh 8.
For CCOc1ccc(C(=O)NCC(c2ccco2)N2CCOCC2)cc1 (stereo not given) the results were KCNH2 3.1 inh 8, AT treatment 9%, S-ASM inh 2%, a7 integrin act -7%, TRPV1 ag -1 and hERG WT inh -12.
`COc1cc(/C=N/NC(=O)c2cccc(C)c2)ccc1OCC(=O)Nc1ccccc1` gave KCNH2 3.1 inh -4, S-ASM inh -10%, a7 integrin act -10% and hERG WT inh -3.
`Cc1ccccc1OC(C)c1nc(-c2ccccc2)no1` (stereo not given) gave KCNH2 3.1 inh -10, AT treatment 29%, MBNL1 CUG block 1%, GALK inh 0%, Coupling enz 1, MLL CXXC-DNA inh 2%, S-ASM inh -1%, a7 integrin act 1%, TRPV1 ag 7 and hERG WT inh -3.
Screening COc1ccc(C(c2nnnn2CS(=O)(=O)c2ccc(C)cc2)N2CCN(Cc3ccccc3)CC2)cc1 (stereo not given) returned KCNH2 3.1 inh -10, S-ASM inh -1%, a7 integrin act 0% and hERG WT inh 17.
`CCOC(=O)N/N=C/c1ccc(OC)c(O)c1` gave KCNH2 3.1 inh 0, AT treatment 7%, MBNL1 CUG block inconclusive, GALK inh -1%, Coupling enz 3, MLL CXXC-DNA inh 6%, S-ASM inh 4%, a7 integrin act 22%, TRPV1 ag -8 and hERG WT inh 10.
